# Screens: PubChem, The Scripps Research Institute Molecular Screening Center
# ARFGAP1 inh: rat ARFGAP1 inhibition | Arfgap1-stimulated ARF1 GTP hydrolysis, GDP FP detection | inhibition, % at 16.5 µM | 360,000 compounds, 0.26% hits;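 active means inhibition above a per-plate limit, mean inhibition of low control wells plus 3 SD, cut at about 25% in these data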;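 further: 0% = DMSO wells with enzyme and 100% = wells lacking Arfgap1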
#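 system = rat Arfgap1 catalytic domain, aa 1-136 | technique = FP, GDP Alexa 633 tracer displaced from anti-GDP antibody, 620/688 nm | compound = one concentration, 16.5 µM, DMSO 1.26% | medium = HEPES-based buffer, pH 7.5 | timing = compound-enzyme preincubation 20 min, reaction 120 min, detection 60 min, 25 °C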
# Tn7 DDE FP: DD(E)-Tn7 binding inhibition, primary FP screen; P02675; FP displacement of FITC-Tn7 peptide from fibrin DD(E); 0% = median of compound wells per plate; inhibition, % at 8.3 µM; 370,000 compounds, 0.13% hits;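 active means inhibition above the mean of compounds falling within the control limits plus 3 SD of them, cut at about 14% in these data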;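 further: 0% = plate median of compound wells and 100% = 10 µM Aha-Tn7 peptide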
# Target sequence (P02675 whole entry, looked up): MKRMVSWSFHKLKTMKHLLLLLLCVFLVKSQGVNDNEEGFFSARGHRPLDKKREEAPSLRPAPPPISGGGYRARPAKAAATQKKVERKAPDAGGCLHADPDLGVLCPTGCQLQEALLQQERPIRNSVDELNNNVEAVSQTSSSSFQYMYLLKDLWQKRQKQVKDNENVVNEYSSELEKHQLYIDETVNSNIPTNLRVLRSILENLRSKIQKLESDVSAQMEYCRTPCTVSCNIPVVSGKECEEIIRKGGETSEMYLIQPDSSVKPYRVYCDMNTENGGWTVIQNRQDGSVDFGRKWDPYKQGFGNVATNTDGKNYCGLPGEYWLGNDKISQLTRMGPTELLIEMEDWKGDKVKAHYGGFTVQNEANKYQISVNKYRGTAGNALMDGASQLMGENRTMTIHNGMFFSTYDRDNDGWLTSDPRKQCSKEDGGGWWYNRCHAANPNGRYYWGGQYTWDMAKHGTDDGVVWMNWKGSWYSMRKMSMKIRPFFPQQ
#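 Assay system: Human fibrin DD(E) protein | Medium: Tris buffer with calcium and detergent, pH 7.8 | Reagent: 0.1 µM fluorescent Tn7 | Compound dosing: Single point at 8.3 µM | Times: 10 min preincubation, 3 h with tracer, room temperature | Detection: Fluorescence polarization of the labelled Tn7 tracer | Controls: Aha-Tn7 high control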
# ADAM10 inh: inhibitors of human ADAM10 | recombinant ADAM10, EDANS/DABCYL FRET peptide cleavage, 3 h | O14672 | AID 720582 | 370,000 compounds, 0.62% hits | inhibition, % at 7 µM;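 active means inhibition above a per-campaign cutoff equal to the mean of compounds falling between control-based bounds plus 3 SD, cut at about 20% in these data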;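 further: 0% = DMSO wells while the 100% control is not disclosed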
# SIAE inh: inhibitors of human sialic acid acetylesterase SIAE; Q9HAT2; SIAE FP-Rh probe binding, fluorescence polarization; inhibition, % at 9.66 µM; 370,000 compounds, 0.69% hits; AID 1053197;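 active means inhibition above a cutoff: mean of compounds within the control limits plus 3 SD of those, cut at about 17% in these data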;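 further: 0% = plate median of compound wells and 100% = probe without SIAE protein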
# PLC-gamma1 inh: PLC-gamma1 (human) inhibition, primary screen | P19174 | purified PLC-gamma1, fluorogenic substrate, fluorescence | inhibition, % at 12.2 µM | 370,000 compounds, 0.84% hits | AID 720700; in the data active means inhibition above about 9.5%
# ADAM17 inh: inhibitors of human ADAM17. P78536. recombinant ADAM17, EDANS/DABCYL FRET peptide cleavage. inhibition, % at 6.95 µM. 370,000 compounds, 0.83% hits;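 active means inhibition above the mean of compounds lying between control limits plus 3 SD, set per campaign, cut at about 8.5% in these data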;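 further: 0% = DMSO-only wells as the low control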
# DDE Tn6 FP inh: DD(E)-Tn6 binding inhibition, primary FP screen; 370,000 compounds, 0.21% hits; inhibition, % at 8.3 µM; Fibrin DD(E) TRITC-Tn6 fluorescence polarization displacement; P02675;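 active means inhibition above a per-campaign cutoff: mean of compounds within control limits plus 3 SD, cut at about 15% in these data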;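 further: 0% = median of all compound wells on the plate and 100% = blocking peptide control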
# ASAP1 inh: blocks human ASAP1-stimulated Arf1 GTP hydrolysis | Q9ULH1 | GDP FP detection | inhibition, % at 16.5 µM | 360,000 compounds, 0.19% hits; in the data active means inhibition above about 25%;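 further: 0% = vehicle with enzyme and substrate and 100% = no enzyme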
# TDP2 absorb: blocks human TDP2 phosphodiesterase activity. O95551. recombinant TDP2, T5PNP hydrolysis, p-nitrophenol absorbance 415 nm. inhibition, % at 12.8 µM. 370,000 compounds, 0.34% hits;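 active means inhibition above the mean of all tested compounds plus 3 SD, set per campaign, cut at about 25% in these data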;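 further: 0% = DMSO with enzyme and 100% = buffer with substrate but no TDP2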
# Target sequence (O95551 whole entry, looked up): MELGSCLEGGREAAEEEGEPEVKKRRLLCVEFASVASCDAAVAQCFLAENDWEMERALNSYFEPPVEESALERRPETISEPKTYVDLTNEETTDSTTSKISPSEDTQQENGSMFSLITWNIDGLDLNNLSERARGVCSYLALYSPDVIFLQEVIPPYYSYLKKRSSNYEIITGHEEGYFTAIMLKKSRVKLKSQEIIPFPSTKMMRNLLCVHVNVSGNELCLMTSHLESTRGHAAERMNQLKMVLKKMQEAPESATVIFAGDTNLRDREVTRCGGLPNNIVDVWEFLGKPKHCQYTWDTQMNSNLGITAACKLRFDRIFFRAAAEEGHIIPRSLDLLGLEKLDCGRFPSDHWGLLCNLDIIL
#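 System – recombinant human TDP2 · Amount – 120 nM TDP2 per well · Buffer or medium – Mg2+-containing Tris-HCl buffer, pH 7.5 · Reagent – T5PNP substrate, 5 mM · Dosing – 12.8 µM single point, 1% DMSO · Incubation – 2 h at 37 °C · Measured by – epi absorbance · Read-out basis – percent inhibition · Benchmarks – high control without enzyme, low control DMSO plus TDP2 · Repeats – singlicate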
# PLC-beta3 inh: blocks human PLC-beta3 enzyme activity; Q01970; Purified PLC-beta3, fluorogenic substrate, fluorescence; inhibition, % at 12.2 µM; 370,000 compounds, 0.18% hits; in the data active means inhibition above about 11%;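 further: 0% = median of compound wells on plate and 100% = full blocker control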
# Active calls of the source: *.
SMILES,ARFGAP1 inh,Tn7 DDE FP,ADAM10 inh,SIAE inh,PLC-gamma1 inh,ADAM17 inh,DDE Tn6 FP inh,ASAP1 inh,TDP2 absorb,PLC-beta3 inh
CC(C)(O)C#Cc1ccc(C(=O)N2CCCC(CNS(=O)(=O)c3cccs3)C2)o1 (stereo not drawn),8,4,-3,0,-2,-7,4,2,2,-14
C=CCn1c(SCCOc2ccc(OC)cc2)nnc1C(NC(=O)c1ccc(OC)cc1)C(C)C (stereo not drawn),-5,-7,1,-3,0,-1,-4,2,2,0
Oc1c(C(c2cccs2)N2CCN(c3ccc(F)cc3)CC2)sc2ncnn12 (stereo not drawn),-15,5,-7,16,-1,-1,2,0,6,1
Cc1cc(N2C(=O)C3C4CC(c5ccccc5)C(C4)C3C2=O)no1 (stereo not drawn),-7,-5,-7,-10,-2,-5,0,13,-6,-3
CC(C)c1ccc(NC(=O)Nc2cc3sccc3n2C)cc1,16,11,-20,-3,-18,-5,3,7,-3,-21
COc1ccc(NC(=O)C2CCC2)cc1S(=O)(=O)Nc1cc(C)ccc1Br,10,7,5,-16,2,3,4,8,-6,-1
CC(/C=N/NC(=O)Cn1cnc2c1c(=O)n(C)c(=O)n2C)=C\c1ccco1,5,-12,3,6,-3,0,2,4,9,-15
Cc1ccc(O)c(C(=O)c2cnc3c(c2)c(-c2ccc(F)cc2)c(C#N)c(=O)n3C)c1,2,7,-6,-13,-3,-6,-5,-11,1,-4
Cn1c(N)c(C(=O)COC(=O)COc2cccc(Br)c2)c(=O)n(C)c1=O,8,-3,-10,-1,1,3,7,-5,5,-4
COc1ccc(NC(=S)N(CCCN2CCCC(C)C2)Cc2cccs2)cc1 (stereo not drawn),2,1,0,7,1,2,4,2,-7,-4
COC(=O)CSc1nc(N)c(C#N)c(C(C)C)c1C#N,-12,-5,-10,-2,-1,-4,1,22,1,2
C=CCOc1ccccc1CNCc1ccc(F)cc1,-5,0,-6,-6,2,-6,6,0,17,-4
O=[N+]([O-])c1ccc(COc2ccc(-c3[nH]ncc3-c3ccc(Cl)cc3)c(O)c2)cc1,5,5,6,3,1,4,-2,9,2,4
Cc1cc(C(=O)OCC(=O)NCc2ccco2)c(C)o1,-2,-2,-5,-2,-2,-2,10,-27,0,-7
COc1ccc(C2OC[C@H]3O[C@H](O)[C@H](NC(C)=O)[C@@H](O)[C@@H]3O2)cc1 (stereo partly drawn),-1,11,-5,-1,-2,-4,-3,9,1,0
O=C(O)c1ccc2c(c1)C(=O)N(c1nccs1)C2=O,-3,-2,3,1,0,0,3,8,-16,-3
CC1CC2(C)Oc3ccccc3CC2C(C)C1CNCCCN(C)C (stereo not drawn),15,-4,-5,3,1,2,2,10,-15,6
CC(=O)Nc1cccc(C(=O)NC2CCCc3c2cnn3-c2cc(C)cc(C)c2)c1 (stereo not drawn),-3,2,5,-7,-2,0,0,-4,6,-15
CCOC(=O)[C@]12CCCC=C1N(Cc1ccccc1)C(=O)[C@H](CC(=O)NCc1ccc(C)o1)C2,-3,5,-23,5,2,-4,1,-4,3,-5
O=C(CSc1nc2ccccc2o1)N/N=C/c1ccccc1,-4,4,-3,6,1,0,13,-7,-9,0
COc1ccc(CCN(C)C(=O)C2CC(=O)N(Cc3ccc(C)cc3)C2)cc1OC (stereo not drawn),-5,7,-15,-13,-1,-2,3,0,-7,-3
Cc1cc(Cl)ccc1OCCCC(=O)NCc1ccncc1,6,10,-4,10,4,0,-5,-5,0,2
Cc1ccc(CN2CCC(n3nccc3NC(=O)CCOc3ccccc3)CC2)o1,-6,4,2,7,-1,-4,6,0,4,-6
CCOC(=O)C1CCN(C(=O)COC(=O)c2ccc3[nH]c4c(c3c2)CCCC4)CC1,5,-9,-3,15,-21,1,-2,6,-2,-16
CCOC(=O)C(=O)Nc1nc(-c2ccccc2)c(CC)s1,-1,5,4,-3,3,-2,-7,4,-8,-3
# Remaining list, next part:
SMILES,ARFGAP1 inh,Tn7 DDE FP,ADAM10 inh,SIAE inh,PLC-gamma1 inh,ADAM17 inh,DDE Tn6 FP inh,ASAP1 inh,TDP2 absorb,PLC-beta3 inh
Cc1cccc2c(N=Nc3ccc(S(=O)(=O)Nc4cccc(Cl)c4)cc3[N+](=O)[O-])c(O)[nH]c12,1,0,-1,3,-1,0,-2,-2,3,-1
Cc1ccsc1/C=N/NC(=O)c1nnn(-c2nonc2N)c1C,15,2,4,-1,1,0,4,5,7,-5
COc1ccccc1C(=O)N1CC2(C)CC1CC(C)(C)C2 (stereo not drawn),-13,-11,7,3,2,-1,8,11,-2,4
O=C(NC(=S)NCCCN1CCOCC1)c1ccc(Br)cc1,5,-3,3,1,-3,1,4,3,-9,3
CCSc1nnc(NC(=O)CSC2=NN3CCCC(=O)N=C3S2)s1,10,-6,-9,-3,1,-5,-1,6,-5,-4
Cc1ccc(NC(=O)c2cnccn2)c(OC(F)F)c1,3,-1,-3,4,0,-1,-9,3,1,2
COc1ccc(N2CCN(C(CNC(=O)C(C)C)c3ccc4c(c3)OCO4)CC2)cc1 (stereo not drawn),6,3,2,3,3,-1,6,-2,1,-6
CCn1c(=O)c2c(cnn2C)c2ccccc21,6,-2,-6,-4,1,-5,-8,9,-12,-3
CC(C)NC(=O)Cn1c(SCC(=O)N2CCCc3ccccc32)nc2ccccc21,2,4,-7,18*,1,-6,4,-10,0,-2
CCOC(=O)c1sc(=S)n(-c2ccccc2Cl)c1SC,-2,1,15,9,6,7,-5,2,-9,4
COc1ccc(N(CC(=O)Nc2c(C)n(C)n(-c3ccccc3)c2=O)S(=O)(=O)c2ccc(C)cc2)cc1OC,3,-4,-2,6,0,0,-6,-11,1,-7
Fc1ccc(-[n+]2nc(Nc3ccccc3)sc2-c2ccc(OCc3ccccc3)cc2)cc1,8,-1,7,0,3,2,-4,8,-9,5
COc1ccc2ccccc2c1/C=N\n1c(C)cc(C)c(C(N)=O)c1=O,2,2,-7,-6,-3,-9,4,5,3,-3
COc1ccc(CNC(=O)c2csc(Cc3ccc(Cl)cc3)n2)cc1,-5,-3,8,1,4,7,8,13,-8,-1
O=S(=O)(c1ccccc1C(F)(F)F)N1CCN(CC(O)COc2ccccc2F)CC1 (stereo not drawn),3,-3,-1,-3,1,-3,4,0,7,-6
CC(C)(C)c1ccc(OCCCC(=O)NC2=NCCS2)cc1,22,-3,-10,0,0,3,-4,1,-13,2
CSc1ccccc1-c1nnc(-c2ccccc2)o1,7,3,-81,-1,-10,-23,5,1,1,-16

# Entries above marked active in SIAE inh.
SMILES,ARFGAP1 inh,Tn7 DDE FP,ADAM10 inh,SIAE inh,PLC-gamma1 inh,ADAM17 inh,DDE Tn6 FP inh,ASAP1 inh,TDP2 absorb,PLC-beta3 inh
CC(C)NC(=O)Cn1c(SCC(=O)N2CCCc3ccccc32)nc2ccccc21,2,4,-7,18*,1,-6,4,-10,0,-2

# Of the compounds above, these contain two or more sulfur atoms:
SMILES,ARFGAP1 inh,Tn7 DDE FP,ADAM10 inh,SIAE inh,PLC-gamma1 inh,ADAM17 inh,DDE Tn6 FP inh,ASAP1 inh,TDP2 absorb,PLC-beta3 inh
CC(C)(O)C#Cc1ccc(C(=O)N2CCCC(CNS(=O)(=O)c3cccs3)C2)o1 (stereo not drawn),8,4,-3,0,-2,-7,4,2,2,-14
Oc1c(C(c2cccs2)N2CCN(c3ccc(F)cc3)CC2)sc2ncnn12 (stereo not drawn),-15,5,-7,16,-1,-1,2,0,6,1
COc1ccc(NC(=S)N(CCCN2CCCC(C)C2)Cc2cccs2)cc1 (stereo not drawn),2,1,0,7,1,2,4,2,-7,-4
CCSc1nnc(NC(=O)CSC2=NN3CCCC(=O)N=C3S2)s1,10,-6,-9,-3,1,-5,-1,6,-5,-4
CCOC(=O)c1sc(=S)n(-c2ccccc2Cl)c1SC,-2,1,15,9,6,7,-5,2,-9,4
